Nrf2 inh: inhibitors of Nrf2 signaling; Potency, µM (highest dose often 46 µM), without a hit: top-dose activity change, negative = inhibition, usual class: inhibitors; hit rate 2.1% among 360,000; A549 ARE-Fluc reporter, luciferase luminescence, 18-24 h; further: potency means the concentration at half of the fitted maximal effect; on the % scale 0 is the no-effect control and ±100 the full control effect; nearly all actives have a fitted effect of over 60% in size
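Concentration-response testing used A549 ARE_Fluc cells at 5000 cells/well. Following an 18-24 h compound incubation, viability was read by fluorescence (Ex 405/Em 525) and luciferase output by luminescence.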
Nrf2 ARE act: Nrf2 pathway activation. AREc32 ARE-luciferase reporter (MCF7-derived line), luminescence, 24 h. Potency, µM (top dose mostly 46.1 µM), for the others: at the highest dose activation, usual class: activators. hit rate 0.31% among 410,000. AID 624171; further: potency means the concentration at half of the fitted maximal effect; % of control where 0% means no effect; nearly all actives have a fitted effect of over 65% in size
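AREc32_Fluc, 1000 cells/well, OPTI-MEM + 5% FBS, o/n 37 deg C 5% CO2; 23 nL cpd by pin tool, 24 hr; Steady-Glo 30 min RT, luminescence.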
TGFb inhibitor: TGF-b pathway inhibition. Potency, µM (top dose mostly 46.1 µM), inactives show at the highest dose activity, negative = inhibition, actives largely listed as inhibitors. hit rate 1.2% among 410,000. AID 588855. HepG2 CAGA-GFP TGF-b/SMAD3 reporter, GFP fluorescence, 18 h; TGF-beta stimulated, 500 pg/mL final; further: potency means the concentration at half of the fitted maximal effect; on the % scale 0 is the no-effect control and ±100 the full control effect; nearly all actives have a fitted effect of over 65% in size
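TGF-beta reporter screen: HEPG2 CAGA-GFP, 1% FBS, 500 pg/mL TGF-beta final, 18 h; per-cell GFP summed per well; curves fitted and categorized by class.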
CCT chaperon mod: changes cytosolic chaperonin activity; purified chaperonin ATPase assay, HTRF ADP detection, 30 min; activity change, % (test concentration not listed), hits read low; hit rate 0.3% among 360,000; AID 651819; in the data active means activity change below about -30%; further: on the % scale 0 is the no-effect control and ±100 the full control effect
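TRiC at 40 or 20 nM final (batch-dependent) in 30 mM Tris pH 7.4, 100 mM KCl, 5 mM MgCl2, 1 mM DTT, with compound at single 76 uM and 10 uM ATP, 30 min at 37 deg C. ADP detected by HTRF Transcreener, 665/615 ratio.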
HepG2 tox: counter-screen for TGF-b inhibitors: cytotoxicity in HepG2 cells. HepG2 CAGA-GFP viability, ATP luminescence, 18 h. Potency, µM (doses to about 46.1 µM), without a hit: at the top dose activity change, negative = cytotoxicity, usual class: cytotoxic. hit rate 0.76% among 410,000. AID 588856; further: potency means the concentration at half of the fitted maximal effect; some results filed as inactive show a strong effect at the top dose
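CellTiter-Glo luminescence gave cytotoxicity after 18 hours at 37 degrees C. The cells were HepG2 CAGA-GFP in 1% FBS DMEM, stimulated with 500 pg/mL TGF-beta after compound addition. %Activity was normalised to no-cell wells (complete cell-killing) and DMSO (no toxicity), and curves were fitted and classified.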
Mm-Cpn inhibitor: blocks the Methanococcus maripaludis chaperonin Mm-Cpn; AID 504842; Potency, µM (doses to about 76.9 µM), without a hit: top-dose activity, negative = inhibition, most hits filed as inhibitors; purified Mm-Cpn ATPase, ADP Transcreener TR-FRET; hit rate 0.031% among 330,000; further: potency means the concentration at half of the fitted maximal effect; on the % scale 0 is the no-effect control and ±100 the full control effect; nearly all actives have a fitted effect of over 80% in size
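Purified archaeal chaperonin (25 nM final) was preincubated with compound for 10 min at 37°C, then ATP (10 uM final) was added for 30 min at 37°C in Tris pH 7.4/KCl/MgCl2/DTT buffer. ADP was quantified by HTRF Transcreener TR-FRET.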
A549 tox: counter-screen for Nrf2 inhibitors: cytotoxicity in A549 cells. A549 ARE-Fluc cells, CellTiter-Fluor viability, 18-24 h. Potency, µM (top dose mostly 46 µM), for inactives: at the top dose activity change, negative = cytotoxicity, most hits filed as inhibitors. hit rate 0.16% among 390,000. AID 504648; further: potency means the concentration at half of the fitted maximal effect; on the % scale 0 is the no-effect control and ±100 the full control effect
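Cytotoxicity counterscreen: CellTiter-Fluor fluorescence was measured in A549 ARE_Fluc cells after 18-24 h of compound exposure in a concentration series. The subsequent BugLite luminescent read reports ARE-luciferase activity.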
Abeta rescue: compounds reversing amyloid beta toxicity in yeast. yeast expressing A-beta42, growth rescue, OD600, 48 h; response scale: 0% DMSO, 100% iron-clioquinol control. Potency, µM (top dose mostly 46.1 µM), without a hit: top-dose growth rescue, actives largely listed as activators. hit rate 0.063% among 410,000; further: potency means the concentration at half of the fitted maximal effect; nearly all actives have a fitted effect of over 55% in size
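Yeast A-beta toxicity model in growth medium with pinned compounds, 48 h at 30 C; growth read as absorbance at 600 nm. Normalized to FeCl3/clioquinol equimolar mix (positive) and DMSO (negative).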
Akt phos inh: inhibitors of Akt phosphorylation; Neuro2A IGF-stimulated pAkt S473 HTRF, 20 min; active compounds read low; activity change, % for hits at 50 µM; AID 651550; hit rate 0.32% among 360,000; in the data active means activity change below about -80%; inconclusive means mostly about -51% to -80%; further: on the % scale 0 is the no-effect control and ±100 the full control effect
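Single-point screen (50 µM final compound) in Neuro2A cells stimulated 20 min with 6 nM IGF at 37 deg C. After lysis, Ser473-phosphorylated Akt read by HTRF (ex 330 nm, em 615/665 nm) as the 665/615 ratio.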
Active calls of the source: *; [ ] = another dose, or the depositor's remark. Unless noted, the call rests on the fitted dose curve; in most records, active means well fitted curve in the direction sought with a large enough effect; inconclusive means small, poorly fitted or top-dose-only effect, or another doubt; inactive means no such curve, though single readings can be large; an effect the other way counts as inactive or inconclusive. Compounds were not picked by outcome; overall some 4.3% were active at least once.

What do the screens show for `NC(N)=Nc1nc2ccccc2o1`?
Nrf2 inh: 5%; Nrf2 ARE act: 0.5%; TGFb inhibitor: -2%; CCT chaperon mod: 1.3; HepG2 tox: 13%; Mm-Cpn inhibitor: -8%; A549 tox: -2%; Abeta rescue: 0%; Akt phos inh: inactive

Results for Nn1c(COc2ccccc2F)nnc1SCC(=O)NCC1CCCO1 (stereo not drawn) ?
Nrf2 ARE act: -1.6%; TGFb inhibitor: 1%; CCT chaperon mod: 0.0; HepG2 tox: 1%; Abeta rescue: 9%; Akt phos inh: inactive

Results for O=C(/C=C/c1ccccc1)NC(=S)Nc1cccnc1 ?
Nrf2 inh: -12%; Nrf2 ARE act: 5.8%; TGFb inhibitor: 3%; CCT chaperon mod: -4.7; HepG2 tox: -18%; Mm-Cpn inhibitor: 2%; A549 tox: 2%; Abeta rescue: 14%; Akt phos inh: inactive

What do the screens show for `C#CCOCCOCCOCCNc1nc(N2CCN(C(=O)CCCCCCCCCCNC(=O)[C@@H](CCSC)n3cc(CCO)nn3)CC2)nc(N2CCN(C(=O)CCCCCCCCCCNC(=O)[C@H]([C@@H](C)CC)n3cc(CCCCN=C(N)N)nn3)CC2)n1`?
Nrf2 inh: inconclusive; Nrf2 ARE act: -2.4%; TGFb inhibitor: inconclusive; CCT chaperon mod: -1.5; HepG2 tox: -76%; Mm-Cpn inhibitor: 4%; A549 tox: inconclusive; Abeta rescue: -23%; Akt phos inh: inactive

What do the screens show for `COC(=O)c1c(NC(=O)COc2ccc(Cl)cc2)sc(C)c1C`?
Nrf2 inh: 9%; Nrf2 ARE act: -0.6%; TGFb inhibitor: 47%[activator]; HepG2 tox: 2%; A549 tox: -4%; Abeta rescue: -2%

How did CCC(C)C(NC(=O)OC(C)(C)C)C(=O)NCc1ccco1 (stereo not drawn) do in these assays?
Nrf2 inh: -7%; Nrf2 ARE act: -0.2%; TGFb inhibitor: -10%; CCT chaperon mod: -3.4; HepG2 tox: -87%; Mm-Cpn inhibitor: 1%; A549 tox: 6%; Abeta rescue: -3%; Akt phos inh: inactive

How did O=C(O)c1ccc(N/N=C/c2ccc3ncccc3c2)cc1 do in these assays?
Nrf2 inh: inconclusive; Nrf2 ARE act: -2.4%; TGFb inhibitor: 18%; CCT chaperon mod: -1.3; HepG2 tox: -1%; Mm-Cpn inhibitor: -2%; A549 tox: -12%; Abeta rescue: 9%; Akt phos inh: inactive

What do the screens show for `CC(C)(C)c1ccc(CC(=O)N2CCC2(C)C(=O)Nc2ccc3[nH]ncc3c2)cc1` (stereo not drawn)?
Nrf2 ARE act: 0.7%; TGFb inhibitor: 63%[activator]; CCT chaperon mod: -0.3; HepG2 tox: -26%; Abeta rescue: 0%; Akt phos inh: inactive

What do the screens show for `Cc1cccc(NC2(C(=O)O)CCCC2)c1`?
Nrf2 inh: inconclusive; Nrf2 ARE act: 0.0%; TGFb inhibitor: 0%; CCT chaperon mod: -0.1; HepG2 tox: 0%; A549 tox: -6%; Abeta rescue: 20%; Akt phos inh: inactive

Results for CCC(=O)N1CCC1(C)C(=O)Nc1ccc(OC)c(OC)c1 (stereo not drawn) ?
Nrf2 ARE act: -1.0%; TGFb inhibitor: -1%; CCT chaperon mod: 0.6; HepG2 tox: 0%; Abeta rescue: -5%; Akt phos inh: inactive

How did O=C(/C=C/c1ccccc1)NC(=S)NNC(=O)c1ccco1 do in these assays?
Nrf2 inh: inconclusive; Nrf2 ARE act: 18%; TGFb inhibitor: -19%; CCT chaperon mod: 0.2; HepG2 tox: -7%; Mm-Cpn inhibitor: 0%; A549 tox: -11%; Abeta rescue: -56%[inhibitor]; Akt phos inh: inactive

How did O=C(C1=C(O)C(=O)N(CCCn2ccnc2)C1c1cccc(Br)c1)c1ccco1 (stereo not drawn) do in these assays?
Nrf2 inh: -11%; Nrf2 ARE act: -0.3%; TGFb inhibitor: -4%; CCT chaperon mod: 0.2; HepG2 tox: 8%; Mm-Cpn inhibitor: -3%; A549 tox: 0%; Abeta rescue: 15%; Akt phos inh: inactive

What do the screens show for `COc1ccc(C(=O)Nc2cc(C(C)C)c(O)c(S(=O)(=O)c3ccc(OC)cc3)c2C)cc1`?
Nrf2 inh: inconclusive; Nrf2 ARE act: 0.7%; TGFb inhibitor: 0%; HepG2 tox: -27%; A549 tox: -6%; Abeta rescue: -7%

Results for Cc1ccc(Cn2c(C3CCCN3c3nc(-c4ccc(F)cc4)cs3)nc3cc(C(F)(F)F)ccc32)cc1 (stereo not drawn) ?
Nrf2 inh: 9%; Nrf2 ARE act: 8.9%; TGFb inhibitor: -1%; CCT chaperon mod: 0.0; HepG2 tox: -29%; A549 tox: -2%; Abeta rescue: 14%; Akt phos inh: inactive

How did O=C(OC(C(=O)NCC1CCCO1)c1ccc(F)cc1)c1cccs1 (stereo not drawn) do in these assays?
Nrf2 inh: 14%; Nrf2 ARE act: -0.2%; TGFb inhibitor: 2%; CCT chaperon mod: 0.9; HepG2 tox: 4%; Mm-Cpn inhibitor: 1%; A549 tox: -9%; Abeta rescue: 16%; Akt phos inh: inactive

What do the screens show for `Cc1ccc(CN2CCN(CC(=O)N/N=C/c3ccc(C)o3)CC2)cc1`?
Nrf2 inh: 16%; Nrf2 ARE act: 0.2%; TGFb inhibitor: 1%; CCT chaperon mod: -7.0; HepG2 tox: -2%; Mm-Cpn inhibitor: 1%; A549 tox: 10%; Abeta rescue: -3%; Akt phos inh: inactive

What do the screens show for `CC(C)c1ccc(OCc2ccc(C(=O)N3CCCC3)o2)cc1`?
Nrf2 inh: inconclusive; Nrf2 ARE act: 9.2%; TGFb inhibitor: -17%; CCT chaperon mod: -2.3; HepG2 tox: -19%; Mm-Cpn inhibitor: 1%; A549 tox: 4%; Abeta rescue: -60%[inhibitor]; Akt phos inh: inactive

Results for Cc1c(Cl)cccc1NC(=O)c1cc2sccc2n1Cc1ccc(F)cc1 ?
Nrf2 inh: 2%; Nrf2 ARE act: -0.3%; TGFb inhibitor: -3%; HepG2 tox: -11%; A549 tox: 1%; Abeta rescue: -7%

How did COc1ccccc1C(CNC(=O)CCNS(=O)(=O)c1ccc(Br)cc1)N1CCCC1 (stereo not drawn) do in these assays?
Nrf2 inh: 9%; Nrf2 ARE act: 1.8%; TGFb inhibitor: 3%; CCT chaperon mod: -2.3; HepG2 tox: -4%; A549 tox: 4%; Abeta rescue: 3%; Akt phos inh: inactive

What do the screens show for `Cc1cc(C(=O)NNC(=O)NC(C)C)no1`?
Nrf2 inh: 5%; Nrf2 ARE act: 0.2%; TGFb inhibitor: 10%; CCT chaperon mod: -0.5; HepG2 tox: 3%; Mm-Cpn inhibitor: 0%; A549 tox: 6%; Abeta rescue: -8%; Akt phos inh: inactive

How did CN(C)C(=O)CSc1nc(-c2ccccc2)nc2c1CCCC2 do in these assays?
Nrf2 inh: -14%; Nrf2 ARE act: -0.2%; TGFb inhibitor: -29%; CCT chaperon mod: -1.1; HepG2 tox: -32%; Mm-Cpn inhibitor: 1%; A549 tox: -4%; Abeta rescue: -26%; Akt phos inh: inactive

Results for COc1ccc(CNC(=O)COC(=O)c2cnccn2)cc1 ?
Nrf2 inh: 4%; Nrf2 ARE act: 0.1%; TGFb inhibitor: 4%; CCT chaperon mod: -2.3; HepG2 tox: 2%; Mm-Cpn inhibitor: 0%; A549 tox: 0%; Abeta rescue: -1%; Akt phos inh: inactive

Results for O=C(Nc1ccc(N2CCOCC2)cc1)c1cccnc1 ?
Nrf2 inh: 11%; Nrf2 ARE act: -0.3%; TGFb inhibitor: -6%; CCT chaperon mod: 1.2; HepG2 tox: 7%; Mm-Cpn inhibitor: -2%; A549 tox: -2%; Abeta rescue: -10%; Akt phos inh: inactive

Results for O=C(N/N=C/c1ccccc1F)c1cccc(NC(=O)c2ccccc2Cl)c1 ?
Nrf2 inh: 1%; Nrf2 ARE act: 5.7%; TGFb inhibitor: -6%; CCT chaperon mod: 1.0; HepG2 tox: -1%; Mm-Cpn inhibitor: 3%; A549 tox: 2%; Abeta rescue: 9%; Akt phos inh: inactive

How did COc1ccc(S(=O)(=O)N2CCC(C(=O)c3ccc4c(c3)OCCO4)CC2)cc1 do in these assays?
Nrf2 inh: inconclusive; Nrf2 ARE act: -0.3%; TGFb inhibitor: inconclusive; CCT chaperon mod: -2.1; HepG2 tox: -12%; Mm-Cpn inhibitor: 1%; A549 tox: -9%; Abeta rescue: 2%; Akt phos inh: inactive

How did O=C(NCc1cccnc1)Nc1ccc(F)cc1F do in these assays?
Nrf2 inh: 6%; Nrf2 ARE act: 3.2%; TGFb inhibitor: -3%; CCT chaperon mod: 0.9; HepG2 tox: -5%; A549 tox: -4%; Abeta rescue: -7%; Akt phos inh: inactive

What do the screens show for `Cc1[nH]c(=O)c(C(=O)c2ccccc2O)cc1C(=O)O`?
Nrf2 inh: -2%; Nrf2 ARE act: 1.7%; TGFb inhibitor: 1%; CCT chaperon mod: -1.6; HepG2 tox: 11%; Mm-Cpn inhibitor: 1%; A549 tox: 0%; Abeta rescue: 23%; Akt phos inh: inactive

Results for CC1(C(=O)NS(=O)(=O)c2ccc(Cl)s2)CCN1C(=O)Cc1cc(F)ccc1F (stereo not drawn) ?
Nrf2 ARE act: 0.3%; TGFb inhibitor: 32%[activator]; CCT chaperon mod: -0.7; HepG2 tox: 2%; Abeta rescue: -18%; Akt phos inh: inactive

Bioassay records as filed in PubChem.
